Screening results: PubChem, Sanford-Burnham Center for Chemical Genomics
SENP8 block-1 = blocks the human protease SENP8 | 330,000 compounds, 1.2% hits | AID 2540 | inhibition, % at 10 µM | Q96LD8 | purified SENP8, Z-RLRGG-aminoluciferin cleavage, luminescence; in the data active = inhibition above about 50%
Apaf1 inhib = inhibitors of human Apaf-1 apoptosome | reconstituted apoptosome caspase-3 activity, DEVD-Rh110 fluorescence | inhibition, % at 20 µM | O14727 | 330,000 compounds, 0.71% hits; active = inhibition of at least 40% at 20 µM;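 also: plate controls were DMSO wells for no effect and DEVD-CHO caspase inhibitor wells for full effect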
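Medium: Hepes buffer, pH 7.5 / System: biochemical Apaf-1 apoptosome reconstitution / Measured by: Rh110 fluorescence, excitation 480 nm, emission 540 nm / Times: compound with Apaf-1, dATP, procaspase-3 30 min, then 50 min reaction, room temperature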
SENP8 block-2 = SENP8 (human) protease inhibition; 360,000 compounds, 0.64% hits; inhibition, % at 20 µM; AID 602440; recombinant SENP8, Nedd8 substrate fluorescence; in the data active = inhibition mostly above about 40%, no sharp cut-off; inactive = mostly below about 27%
PfG6PD inh = PfG6PD (Plasmodium falciparum) enzyme inhibition; inhibition, % at 20 µM; PfGluPho enzyme, NADPH resazurin-diaphorase fluorescence; 350,000 compounds, 0.78% hits;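 active = inhibition reaching at least a set limit at 20 µM in the primary screen, cut at about 59% in these data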;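 also: 0% = DMSO wells with substrate and 100% = DMSO wells lacking glucose-6-phosphate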
SENP6 inh = inhibitors of human SENP6 protease; Q9GZR1; Recombinant SENP6 catalytic domain, aminoluciferin luminescence; inhibition, % at 10 µM; 330,000 compounds, 1.8% hits; AID 2599;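 active = inhibition above about 50% at the single tested dose, limit read from the data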;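 also: plate controls were DMSO wells with enzyme for no effect and DMSO wells lacking enzyme for full effect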
Target sequence (Q9GZR1 628-1112 limits assumed): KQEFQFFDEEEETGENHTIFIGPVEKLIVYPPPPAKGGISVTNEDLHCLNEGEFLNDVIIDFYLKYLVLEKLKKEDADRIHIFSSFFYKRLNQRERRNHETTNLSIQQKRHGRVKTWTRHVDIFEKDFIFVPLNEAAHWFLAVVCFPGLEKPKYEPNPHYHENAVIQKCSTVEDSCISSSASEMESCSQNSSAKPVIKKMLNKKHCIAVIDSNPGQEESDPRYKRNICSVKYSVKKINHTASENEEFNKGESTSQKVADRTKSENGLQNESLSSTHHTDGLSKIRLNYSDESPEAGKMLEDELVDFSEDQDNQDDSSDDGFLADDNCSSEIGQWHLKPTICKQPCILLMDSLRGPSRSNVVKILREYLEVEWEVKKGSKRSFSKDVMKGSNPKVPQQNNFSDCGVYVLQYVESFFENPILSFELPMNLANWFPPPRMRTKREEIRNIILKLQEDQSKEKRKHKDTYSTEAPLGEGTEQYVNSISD
HKDC1 inh = HKDC1 (human) hexokinase inhibition | Q2TB90 | recombinant HKDC1, G6PDH/diaphorase resazurin coupled fluorescence | inhibition, % at 20 µM | 340,000 compounds, 0.16% hits | AID 493160;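 active = inhibition above about 35% when tested at 20 µM, limit read from the data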;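 also: plate controls were DMSO wells with enzyme for no effect and DMSO wells lacking enzyme for full effect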
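Test system: HK5 enzyme. Quantity: 5 µg/mL HK5 final. Reagent: glucose and ATP substrates. Schedule: 90 min reaction incubation at room temperature, dark. Technique: resazurin-to-resorufin fluorescence via G6PDH and diaphorase coupling, 525/613 nm. Control set: DMSO wells with and without enzyme mix.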
SENP1 inh = SENP1 (human) catalytic domain inhibition; recombinant SENP1 catalytic domain, CyPet-SUMO1-YPet FRET cleavage; inhibition, % at 10 µM; 360,000 compounds, 0.21% hits;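 active = inhibition at least 30% at 10 µM, raw YFP signal under a set limit, fluorescence ratio 0.5 to 1.5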;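 also: 0% = enzyme with DMSO and 100% = no enzyme wells; some results filed as inactive read as strong as hits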
Target sequence (Q9P0U3 419-644 limits assumed): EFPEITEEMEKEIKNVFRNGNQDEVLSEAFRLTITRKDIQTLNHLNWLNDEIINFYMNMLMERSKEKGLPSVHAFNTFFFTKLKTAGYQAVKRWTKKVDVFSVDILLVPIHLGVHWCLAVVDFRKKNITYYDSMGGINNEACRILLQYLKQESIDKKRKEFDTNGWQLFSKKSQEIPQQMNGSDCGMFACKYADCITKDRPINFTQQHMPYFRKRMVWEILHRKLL
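system = hSENP1 catalytic domain, recombinant | reagent = SFCypet-SUMO1-SFYpet substrate at 25 nM | doses = one dose per compound, 10 µM, 0.5% DMSO | incubation = enzyme reaction for 50 min at room temperature, dark | measured by = FRET, CFP and YFP emission | controls = no-enzyme low, enzyme-DMSO high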
SENP7 block = SENP7 protease inhibition; Q9BQF6; recombinant SENP7, Z-RLRGG-aminoluciferin luminescence, 40 min; inhibition, % at 5 µM; 330,000 compounds, 1.5% hits; AID 434973;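 active = inhibition above about 50% at the single test dose, limit read from the data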;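 also: plate controls were DMSO with enzyme for no effect and no enzyme buffer wells for full effect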
Target sequence (Q9BQF6 706-1050 limits assumed): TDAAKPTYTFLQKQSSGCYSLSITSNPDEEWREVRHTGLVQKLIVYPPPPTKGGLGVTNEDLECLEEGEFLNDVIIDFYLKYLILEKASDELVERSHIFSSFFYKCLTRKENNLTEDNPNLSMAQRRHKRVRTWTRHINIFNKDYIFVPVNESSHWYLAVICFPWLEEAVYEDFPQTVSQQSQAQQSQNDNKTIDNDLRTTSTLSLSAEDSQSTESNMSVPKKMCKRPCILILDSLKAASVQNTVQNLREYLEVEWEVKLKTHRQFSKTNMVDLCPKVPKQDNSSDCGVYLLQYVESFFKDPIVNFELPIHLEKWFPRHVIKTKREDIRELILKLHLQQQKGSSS
* hit, by the source's call; i = inactive; . = no result given. No enrichment for hits (roughly 3.6% active in at least one column).

| molecule | SENP8 block-1 | Apaf1 inhib | SENP8 block-2 | PfG6PD inh | SENP6 inh | HKDC1 inh | SENP1 inh | SENP7 block |
| --- | --- | --- | --- | --- | --- | --- | --- | --- |
| N#CCCN(NC1=NS(=O)(=O)c2ccccc21)C(=O)c1ccccc1Br | 0 | -3 | 25 | 11 | -5 | -3 | 1 | 1 |
| Cc1cc(NC(=O)c2ccc(Cl)cc2)ccc1NC(=O)c1ccccc1Cl | -5 | 16 | 7 | -11 | 6 | -7 | 2 | 7 |
| COC(=O)c1ccccc1S(=O)(=O)N(CCCN1CCOCC1)Cc1cccs1 | -3 | -7 | 5 | -4 | -10 | -5 | 2 | 2 |
| CC(C)CN1CCN(Cc2cccn2-c2cccnc2)CC1CCO (stereo not drawn) | -5 | -18 | -16 | -6 | 9 | -5 | -5 | 9 |
| Cc1ccccc1OC(C)C(=O)Nc1ccc2c(c1)OCO2 (stereo not drawn) | -6 | 10 | -8 | 20 | 6 | 0 | -3 | 1 |
| CO[C@H]1C=CO[C@@]2(C)Oc3c(C)c(O)c4c(O)c(c5c(nc6cc(C)ccn65)c4c3C2=O)NC(=O)C(C)=CC=C[C@H](C)[C@H](O)[C@@H](C)[C@@H](O)[C@@H](C)[C@H](OC(C)=O)[C@@H]1C | 14 | 17 | . | . | 1 | . | . | -2 |
| COc1ccc(CN2CCC(C(=O)NCCc3ccc(OC)c(OC)c3)CC2)c(OC)c1 | -12 | 1 | 8 | -10 | -19 | 2 | 1 | 6 |
| CCOC(=O)c1c(C)c(C(=O)NCc2ccco2)c(C)n1Cc1ccccc1 | 2 | 2 | 6 | 9 | -10 | -7 | -4 | 3 |
| O=C(CSc1nnc(Cc2cccs2)n1-c1ccccc1)NC1CCCCC1 | 4 | 13 | 2 | -8 | -9 | -1 | 3 | 1 |
| O=C(CCn1nc(-c2ccc(Cl)cc2)ccc1=O)NCc1ccccn1 | 0 | 12 | 6 | -5 | -10 | 2 | -1 | -7 |
| COc1cc(/C=N\Nc2nc(-c3ccc(C)cc3)c(NC(C)=O)s2)ccc1O | -9 | -17 | -207 | 38 | -8 | 8 | -6 | 2 |
| COc1cccc(/C=N/NC(=O)c2cc3cc([N+](=O)[O-])ccc3s2)c1O | . | . | 16 | -14 | . | 25 | 9 | . |
| COc1cc(NC(=O)c2ccc([N+](=O)[O-])cc2)ccc1NC(=O)C(C)C | 6 | -21 | 24 | -8 | 6 | 1 | 3 | 4 |
| CSc1ccccc1NS(=O)(=O)c1ccccc1 | -2 | 8 | 24 | 22 | -6 | -1 | 3 | 1 |
| CC(=O)Nc1ccc(S(=O)(=O)NC2CC3CCC2C3)cc1 (stereo not drawn) | -1 | 5 | 15 | -16 | 13 | -6 | -2 | -4 |
| O=C(O)c1ccc(NS(=O)(=O)c2ccc(C(=O)Nc3ccccc3)cc2)cc1 | 1 | 2 | 5 | 10 | -15 | -11 | 1 | 3 |
| S=c1[nH]c(-c2ccccc2)cs1 | 2 | -1 | 4 | 43 | -13 | -2 | 1 | 13 |
| CCOc1ccc(-c2c[n+]3c(n2-c2ccccc2)CCCCC3)cc1 | -9 | 3 | 12 | -9 | -17 | 1 | -2 | -9 |
| Cc1c(NC(=O)c2cc(-c3ccc(F)cc3)on2)c(=O)n(-c2ccccc2)n1C | -2 | 5 | 13 | 9 | -25 | -8 | 0 | 7 |
| O=C1NCN(C2CCCCC2)CN1 | . | . | 2 | -3 | . | -3 | 1 | . |
| COc1ccc(C(=O)O)cc1NC(=S)NC(=O)C(c1ccccc1)c1ccccc1 | 1 | 16 | 3 | -39 | 1 | 9 | 1 | 7 |
| Cc1cc(Br)ccc1OCCN1CCCC1 | -10 | -10 | 20 | -6 | -33 | -8 | 0 | -8 |
| O=C(Cc1ccccc1)NNC(=O)Nc1cccc(Cl)c1 | -3 | 10 | 13 | -4 | -15 | -6 | 2 | 3 |
| CN(Cc1cnccn1)Cc1nc(Cc2ccccc2F)no1 | 0 | -28 | 0 | 0 | 8 | -6 | 1 | 7 |
| Cc1ccc(CN(C)c2nc(-c3cccnc3)nc3ccccc23)o1 | 0 | 6 | -39 | 6 | 4 | 0 | -7 | 0 |
| S=c1[nH]cc(-c2ccc(Cl)cc2)n1Cc1ccccc1 | -2 | -5 | -80 | 13 | -10 | 13 | 0 | -10 |
| Cc1nc2nc(SCC(=O)NCCCN3CCCC(C)C3)nn2c(C)c1Cc1ccccc1Cl (stereo not drawn) | 11 | -3 | 20 | 10 | 20 | -1 | 0 | 1 |
| O=C(N/N=C/c1cccc([N+](=O)[O-])c1)c1cc(-c2ccc3c4c(cccc24)CC3)n[nH]1 | -4 | 10 | -36 | -4 | 2 | -5 | 2 | -5 |
| CCC(c1nnnn1Cc1ccc2c(c1)OCO2)N1CCN(c2ccc(F)cc2)CC1 (stereo not drawn) | 2 | 12 | 29 | 4 | 0 | -3 | 3 | 1 |
| CC1CN(c2nc(-c3ccc(Br)cc3)nnc2-c2ccccc2)CC(C)N1 (stereo not drawn) | -3 | 15 | 12 | 9 | 1 | 1 | 1 | 1 |
| O=C(c1ccccc1Cl)N1CCC(N2CCC(C(=O)N3CCCC3)CC2)CC1 | -3 | 12 | 10 | -1 | 3 | -4 | -8 | -23 |
| Cc1ccccc1OCC(=O)N(Cc1ccc(N(C)C)cc1)C1CCS(=O)(=O)C1 (stereo not drawn) | -1 | 1 | 12 | 5 | 1 | 11 | -1 | -1 |
| COc1ccc(-c2cnnn2-c2ccc(NC(=O)c3ccc(S(=O)(=O)N4CCCCC4)cc3)cc2)cc1OC | -7 | 13 | 8 | 8 | 11 | 0 | 4 | 4 |
| Fc1ccc(Oc2cnns2)cc1 | 4 | 1 | 18 | -15 | 4 | -2 | 3 | 0 |
| COc1ccccc1-c1nnc(SCC(=O)Nc2nc(-c3ccccc3)cs2)n1C | -5 | 29 | 19 | -13 | -17 | 4 | 0 | 2 |
| O=c1nc(-c2ccccc2)cc(C(F)(F)F)[nH]1 | -4 | 1 | -32 | -5 | -15 | -12 | 3 | -3 |
| Cc1ccc(NC(=O)Nc2ccc(S(N)(=O)=O)cc2)cc1 | -8 | 4 | 16 | 5 | -10 | -10 | 0 | -18 |
| Cc1ccc(C(=O)N(CN2CCCC2=O)c2ccccc2)cc1 | 4 | -13 | 8 | -5 | -21 | -2 | 1 | -9 |
| COc1cccc(/C=N/NC(=O)c2ccc(-c3ccccc3)cc2)c1O | 2 | -6 | 22 | -7 | -4 | -11 | 19 | 1 |
| COc1ccc(OC(C)C(=O)NC2CC(C)(C)NC(C)(C)C2)cc1 (stereo not drawn) | 0 | -3 | 15 | -2 | -4 | 0 | 0 | 8 |
| Cc1ccc(C)c(CSc2nnc([C@@H]3CCCN3)o2)c1 | -13 | 4 | 35 | -8 | -8 | -6 | 2 | 5 |
| O=c1c2ccccc2sc2ccccc12 | . | . | -368 | 3 | . | -6 | -212 | . |
| Cc1ccccc1C(=O)OCC(=O)Nc1cccc(S(=O)(=O)NC2=NCCC2)c1 | -18 | 5 | -1 | -2 | -13 | 6 | -2 | -11 |
| CCOc1ccc(-c2cc(C(=O)N/N=C(\C)c3cccnc3)c3ccccc3n2)cc1 | 4 | 17 | -414 | 2 | 6 | -2 | 2 | 6 |
| Cc1c(C)c2ccc(OCC(=O)N(C)C)c(C)c2oc1=O | 1 | 0 | i | -6 | -9 | 0 | -20 | 3 |
| CCOc1ccccc1N(C(=O)c1snc(C(N)=O)c1N)C(C(=O)NC1CCCC1)c1ccco1 (stereo not drawn) | -14 | 3 | -319 | 4 | -11 | -3 | -20 | -10 |
| Cc1cccc(C)c1-n1nnnc1SCC(=O)c1c(N)n(C2CC2)c(=O)[nH]c1=O | -11 | 1 | 7 | -2 | -2 | -5 | -4 | -10 |
| Cc1ccc(NC(=S)N/N=C2/CCCCc3ccccc32)cc1 | -1 | -14 | 25 | 19 | -3 | -29 | -1 | 2 |
| C/C(=N\OC(=O)c1ccc(Cl)c(Cl)c1)c1sc(C)nc1C | 29 | 13 | 19 | 6 | 51* | 5 | 2 | 49 |
| Cc1cccc2c1N(CC(=O)OC(C)C)C(=O)C2=O | 0 | 13 | 25 | 7 | 1 | 6 | 1 | 3 |
| NC(=O)C1CCN(C(=O)c2cccc(CN3C(=O)c4ccccc4C3=O)c2)CC1 | -4 | 2 | 8 | 0 | 0 | -5 | 0 | 3 |
| CCN1CCN(C(=O)CCCCCn2c(=O)[nH]c3cc(C(=O)OC)ccc3c2=O)CC1 | -3 | 0 | -241 | 2 | -9 | -3 | -1 | -8 |
| c1csc(-c2nc3c4ccccc4c4ccccc4c3[nH]2)c1 | -7 | 44* | -283 | 42 | -22 | 17 | 2 | -6 |
| CCc1nc(NCC2CCCO2)c2oc3ccccc3c2n1 (stereo not drawn) | -14 | 7 | 12 | 0 | -9 | -1 | -2 | -10 |
| COc1ccc(Br)cc1/C=N/N1C(=O)CSC1=S | -8 | 7 | 2 | -7 | -22 | -1 | 7 | -10 |
| CCc1ccc(CN(C)C(=O)CCc2nnc(-c3ccc(-c4ccccc4)cc3)o2)nc1 | -8 | 13 | 25 | 5 | -16 | 2 | 0 | -3 |

Eleven compounds already listed, ordered by length of the SMILES, descending.
| molecule | SENP8 block-1 | Apaf1 inhib | SENP8 block-2 | PfG6PD inh | SENP6 inh | HKDC1 inh | SENP1 inh | SENP7 block |
| --- | --- | --- | --- | --- | --- | --- | --- | --- |
| CCOc1ccccc1N(C(=O)c1snc(C(N)=O)c1N)C(C(=O)NC1CCCC1)c1ccco1 (stereo not drawn) | -14 | 3 | -319 | 4 | -11 | -3 | -20 | -10 |
| CCN1CCN(C(=O)CCCCCn2c(=O)[nH]c3cc(C(=O)OC)ccc3c2=O)CC1 | -3 | 0 | -241 | 2 | -9 | -3 | -1 | -8 |
| CCc1ccc(CN(C)C(=O)CCc2nnc(-c3ccc(-c4ccccc4)cc3)o2)nc1 | -8 | 13 | 25 | 5 | -16 | 2 | 0 | -3 |
| CCOc1ccc(-c2cc(C(=O)N/N=C(\C)c3cccnc3)c3ccccc3n2)cc1 | 4 | 17 | -414 | 2 | 6 | -2 | 2 | 6 |
| NC(=O)C1CCN(C(=O)c2cccc(CN3C(=O)c4ccccc4C3=O)c2)CC1 | -4 | 2 | 8 | 0 | 0 | -5 | 0 | 3 |
| Cc1ccccc1C(=O)OCC(=O)Nc1cccc(S(=O)(=O)NC2=NCCC2)c1 | -18 | 5 | -1 | -2 | -13 | 6 | -2 | -11 |
| C/C(=N\OC(=O)c1ccc(Cl)c(Cl)c1)c1sc(C)nc1C | 29 | 13 | 19 | 6 | 51* | 5 | 2 | 49 |
| c1csc(-c2nc3c4ccccc4c4ccccc4c3[nH]2)c1 | -7 | 44* | -283 | 42 | -22 | 17 | 2 | -6 |
| Cc1ccc(NC(=S)N/N=C2/CCCCc3ccccc32)cc1 | -1 | -14 | 25 | 19 | -3 | -29 | -1 | 2 |
| Cc1cccc2c1N(CC(=O)OC(C)C)C(=O)C2=O | 0 | 13 | 25 | 7 | 1 | 6 | 1 | 3 |
| COc1ccc(Br)cc1/C=N/N1C(=O)CSC1=S | -8 | 7 | 2 | -7 | -22 | -1 | 7 | -10 |
